Assay outcomes from PubChem.
Rab2 wt GTP: changes GTP binding to wildtype dog Rab2A, up or down; AID 760; GST-Rab2 wt beads, Bodipy-GTP binding, flow cytometry; GTP binding activity, % at 10 µM; hit rate 0.19% among 190,000;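 active = GTP binding activity at least 20 points away from 100%, either lowered or raised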;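 also: 0% = beads with excess unlabeled GTP and 100% = no-compound control corrected for plate trend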
Rac1 wt modul: modulators of human Rac1 wildtype GTP binding; P63000; GST-Rac1 beads, fluorescent GTP binding, flow cytometry; actives lie on both sides; 0 = cold GTP competed, 100 = untreated; GTP binding activity (% of control), % at 10 µM; hit rate 0.27% among 190,000; AID 757;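 active = GTP binding activity at least 20 points away from the 100% control level, either lower or higher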
GSH bead fluor: GSH bead compound fluorescence profile; GSH beads flow cytometry, compound fluorescence 488/530 nm; hits give high values; fluorescence (KMESF) at 10 µM; hit rate 0.25% among 190,000; in the data active = fluorescence above about 89;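 also: glutathione beads carrying GST-tagged Bcl family fusion proteins plus one bare bead set; values are compound well signal with DMSO vehicle wells as background; inactives centre near 16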
HRas wt GTP: changes GTP binding to wildtype human HRas | P01112 | GST-Ras wt beads, Bodipy-FL-GTP binding, flow cytometry; actives lie on both sides | GTP binding activity, % at 10 µM | hit rate 0.14% among 190,000 | AID 759;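 active = GTP binding activity at least 20% away from the 100% baseline, either lowered as inhibitor or raised as activator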;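 also: 0% = unlabeled GTP competition control and 100% = no-compound control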
Target sequence (P01112 whole entry, looked up): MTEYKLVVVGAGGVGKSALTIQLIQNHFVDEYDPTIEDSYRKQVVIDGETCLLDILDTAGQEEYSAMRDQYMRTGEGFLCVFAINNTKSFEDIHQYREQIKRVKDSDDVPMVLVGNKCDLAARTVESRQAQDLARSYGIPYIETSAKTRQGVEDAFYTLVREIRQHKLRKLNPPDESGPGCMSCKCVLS
Rac1 act GTP bind: modulators of GTP binding to human Rac1 activated mutant; P63000; GST-Rac1 activated beads, fluorescent GTP binding, flow cytometry; actives lie on both sides; 100% means binding = to untreated wells; percent activity (GTP binding), % at 10 µM; hit rate 0.11% among 190,000; AID 764;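 active = GTP binding at least 20 percentage points away from the 100% baseline, in either direction, so actives lie on both sides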
ABCG2 inh: blocks JC-1 efflux by human ABCG2 transporter | inhibition, % at 6.6 µM | AID 1325 | IgMXP3 cells, flow cytometry | Q9UNQ0 | hit rate 0.1% among 190,000;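 active = inhibition above 80%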;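 also: 0% = DMSO and 100% = nicardipine control wells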
Target sequence (Q9UNQ0 whole entry, looked up): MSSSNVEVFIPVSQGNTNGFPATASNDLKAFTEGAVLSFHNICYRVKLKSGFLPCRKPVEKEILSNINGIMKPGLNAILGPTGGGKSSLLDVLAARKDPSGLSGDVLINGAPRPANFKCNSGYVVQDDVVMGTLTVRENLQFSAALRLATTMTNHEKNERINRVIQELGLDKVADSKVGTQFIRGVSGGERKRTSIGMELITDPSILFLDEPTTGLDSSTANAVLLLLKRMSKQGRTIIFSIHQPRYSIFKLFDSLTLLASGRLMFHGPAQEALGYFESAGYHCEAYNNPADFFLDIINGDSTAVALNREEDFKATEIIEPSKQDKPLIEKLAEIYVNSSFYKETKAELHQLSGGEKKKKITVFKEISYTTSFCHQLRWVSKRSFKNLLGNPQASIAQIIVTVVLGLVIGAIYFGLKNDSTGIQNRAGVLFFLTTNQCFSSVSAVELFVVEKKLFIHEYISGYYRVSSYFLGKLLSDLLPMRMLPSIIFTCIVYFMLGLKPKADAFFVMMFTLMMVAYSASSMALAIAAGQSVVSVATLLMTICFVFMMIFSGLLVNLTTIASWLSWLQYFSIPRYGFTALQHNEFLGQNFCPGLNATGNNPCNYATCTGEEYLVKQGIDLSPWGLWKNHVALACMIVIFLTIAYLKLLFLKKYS
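material = IgMXP3 (ABCG2) plus far-red-tagged CCRF-Adr (ABCB1) cells | amount = 3 million cells/mL, equal mix of both lines | also added = JC-1 transporter substrate | dosing = one concentration, 6.6 µM final | schedule = 10 min at 25 °C | measured by = flow cytometric JC-1 green MFI at 530 nm | read-out basis = percent efflux inhibition, scaled nicardipine 100% to DMSO 0%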
Rab7 wt modul: modulators of GTP binding to dog Rab7 wildtype GTPase | GST-Rab7 beads, fluorescent GTP binding, flow cytometry; actives lie on both sides; untreated = 100%, excess cold GTP = 0% | GTP binding activity (percent of control), % at 10 µM | hit rate 0.055% among 190,000 | AID 758;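 active = fluorescent GTP binding to Rab7 beads changed by at least 20 points from the 100% baseline, either direction, mostly lower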;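 also: median green fluorescence of bound Bodipy-FL-GTP per Rab7 bead population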
Pf gametocyte: inhibitors of late stage P. falciparum gametocyte viability; hit rate 0.065% among 150,000; P. falciparum stage V gametocytes, ATP luminescence, 24 h; AID 743093; inhibition, % at 10.9 µM;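 active = inhibition above the mean plus 3 SD of compounds within the control limits, set per campaign, cut at about 38% in these data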;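 also: 0% = DMSO wells and 100% = medium only without gametocytes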
Avidin bead fluor: avidin bead compound fluorescence profile; Avidin beads, compound fluorescence 488/530 nm, flow cytometry; hits give high values; fluorescence (KMESF) at 10 µM; hit rate 0.38% among 220,000; in the data active = fluorescence above about 47; also: inactives centre near 10
ABCB1 block: inhibitors of human ABCB1 transporter, ABCG2 counter-screen; P08183; CCRF-Adr cells, JC-1 efflux, flow cytometry; inhibition, % at 6.6 µM; hit rate 0.067% among 190,000; AID 1326; in the data active = inhibition above about 40%;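 also: 0% = vehicle and 100% = reference inhibitor; higher value means more JC-1 retained so stronger ABCB1 efflux block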
Cdc42 wt: modulators (inhibitors or activators) of GTP binding to human Cdc42 wildtype. AID 761. hit rate 0.2% among 190,000. percent activity (GTP binding), % at 10 µM. P60953. GST-Cdc42 beads, Bodipy-GTP binding, flow cytometry; actives lie on both sides;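 active = percent activity GTP binding at least 20 points away from the 100% baseline, either down as inhibitor or up as activator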;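 also: median bead fluorescence of bound Bodipy-FL-GTP at 100 nM; 0% = excess unlabeled GTP control and 100% = no compound control; below 100% means less GTP binding so inhibitor and above means activator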
Target sequence (P60953 whole entry, looked up): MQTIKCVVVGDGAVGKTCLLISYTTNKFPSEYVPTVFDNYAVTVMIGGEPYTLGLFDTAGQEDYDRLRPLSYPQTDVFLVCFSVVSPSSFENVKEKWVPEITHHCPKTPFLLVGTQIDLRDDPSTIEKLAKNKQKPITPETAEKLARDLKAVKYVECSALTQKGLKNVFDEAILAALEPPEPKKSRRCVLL
* = called active by the depositor.

What do the screens show for `COc1ccc(C2CCCN2C(=S)Nc2cccc(C)c2C)cc1OC` (stereo not given)?
Rab2 wt GTP: 101.0; Rac1 wt modul: 101.0; GSH bead fluor: 14; HRas wt GTP: 99.0; Rac1 act GTP bind: 98.0; ABCG2 inh: 16.6; Rab7 wt modul: 101.0; Pf gametocyte: -7.9; Avidin bead fluor: 6; ABCB1 block: 0.2; Cdc42 wt: 99.0

How did Cn1c(SCc2nc3ccccc3s2)nnc1-c1ccc2c(c1)OCO2 do in these assays?
Rab2 wt GTP: 103.0; Rac1 wt modul: 104.0; GSH bead fluor: 20; HRas wt GTP: 105.0; Rac1 act GTP bind: 100.0; ABCG2 inh: 2.0; Rab7 wt modul: 105.0; Avidin bead fluor: 17; ABCB1 block: 0.5; Cdc42 wt: 104.0

Results for C=CCOc1ccccc1CNc1ccccc1C ?
Rab2 wt GTP: 100.0; Rac1 wt modul: 101.0; GSH bead fluor: 10; HRas wt GTP: 99.0; Rac1 act GTP bind: 96.0; ABCG2 inh: 23.8; Rab7 wt modul: 99.0; Pf gametocyte: 14.1; Avidin bead fluor: 6; ABCB1 block: 8.2; Cdc42 wt: 99.0

Results for CCSc1nnc(-c2ccc(S(=O)(=O)N3CCCC3)cc2)n1C ?
Rab2 wt GTP: 99.0; Rac1 wt modul: 100.0; GSH bead fluor: 24; HRas wt GTP: 99.0; Rac1 act GTP bind: 98.0; ABCG2 inh: 5.0; Rab7 wt modul: 98.0; Avidin bead fluor: 14; ABCB1 block: 0.6; Cdc42 wt: 99.0

What do the screens show for `COc1ccc(NC(=S)NC2CCCCCC2)c(OC)c1`?
Rab2 wt GTP: 101.0; Rac1 wt modul: 101.0; GSH bead fluor: 5; HRas wt GTP: 101.0; Rac1 act GTP bind: 99.0; ABCG2 inh: 42.8; Rab7 wt modul: 100.0; Pf gametocyte: -17.1; Avidin bead fluor: 9; ABCB1 block: 1.8; Cdc42 wt: 102.0

Results for O=C(NCCOc1ccccc1F)c1ccccc1SCc1ccc(F)cc1 ?
Rab2 wt GTP: 100.0; Rac1 wt modul: 96.0; GSH bead fluor: 10; HRas wt GTP: 101.0; Rac1 act GTP bind: 102.0; ABCG2 inh: 9.1; Rab7 wt modul: 94.0; Pf gametocyte: 16.3; Avidin bead fluor: 15; ABCB1 block: 0.8; Cdc42 wt: 99.0

What do the screens show for `CCOC(=O)CCC(NC(=O)CCCC(=O)NC(CCC(=O)OCC)C(=O)OCC)C(=O)OCC` (stereo not given)?
Rab2 wt GTP: 100.0; Rac1 wt modul: 103.0; GSH bead fluor: 17; HRas wt GTP: 103.0; Rac1 act GTP bind: 98.0; ABCG2 inh: 3.5; Rab7 wt modul: 99.0; Pf gametocyte: 5.9; Avidin bead fluor: 16; ABCB1 block: 1.2; Cdc42 wt: 98.0

How did CCOc1cc2[nH]c(=O)n(CCCN3CCN(c4ccc(OC)cc4)CC3)c(=O)c2cc1OCC do in these assays?
Rab2 wt GTP: 97.0; Rac1 wt modul: 99.0; GSH bead fluor: 10; HRas wt GTP: 97.0; Rac1 act GTP bind: 98.0; ABCG2 inh: 3.8; Rab7 wt modul: 101.0; Pf gametocyte: 2.7; Avidin bead fluor: 3; ABCB1 block: 2.1; Cdc42 wt: 97.0

Results for CSc1ccccc1NC(=O)c1ccco1 ?
Rab2 wt GTP: 98.0; Rac1 wt modul: 96.0; GSH bead fluor: 46; HRas wt GTP: 100.0; Rac1 act GTP bind: 96.0; ABCG2 inh: 2.5; Rab7 wt modul: 98.0; Pf gametocyte: -7.5; Avidin bead fluor: 14; ABCB1 block: 0.7; Cdc42 wt: 98.0

How did Clc1cccc(N2CCN(c3nnnn3-c3ccccc3)CC2)c1 do in these assays?
Rab2 wt GTP: 94.0; Rac1 wt modul: 96.0; GSH bead fluor: 8; HRas wt GTP: 96.0; Rac1 act GTP bind: 93.0; ABCG2 inh: 1.7; Rab7 wt modul: 96.0; Pf gametocyte: -8.9; Avidin bead fluor: 24; ABCB1 block: 0.2; Cdc42 wt: 96.0

How did O=C(COC(=O)/C=C/c1ccc([N+](=O)[O-])cc1)NCc1ccccc1 do in these assays?
Rab2 wt GTP: 101.0; Rac1 wt modul: 100.0; GSH bead fluor: 12; HRas wt GTP: 101.0; Rac1 act GTP bind: 97.0; ABCG2 inh: 5.1; Rab7 wt modul: 97.0; Pf gametocyte: 8.4; Avidin bead fluor: 4; ABCB1 block: 0.2; Cdc42 wt: 101.0

How did O=C(c1ccc(F)cc1)N1CCCCC(Sc2nnnn2-c2ccccc2)C1=O (stereo not given) do in these assays?
Rab2 wt GTP: 101.0; Rac1 wt modul: 104.0; GSH bead fluor: 46; HRas wt GTP: 102.0; Rac1 act GTP bind: 98.0; ABCG2 inh: 4.1; Rab7 wt modul: 100.0; Pf gametocyte: -17.0; Avidin bead fluor: 7; ABCB1 block: 0.1; Cdc42 wt: 102.0

How did NC(N)=NS(=O)(=O)c1ccc(NC(=S)NC(=O)/C=C/c2cccs2)cc1 do in these assays?
Rab2 wt GTP: 101.0; Rac1 wt modul: 105.0; GSH bead fluor: 20; HRas wt GTP: 103.0; Rac1 act GTP bind: 99.0; ABCG2 inh: -7.1; Rab7 wt modul: 105.0; Pf gametocyte: 19.4; Avidin bead fluor: 10; ABCB1 block: -0.6; Cdc42 wt: 95.0

What do the screens show for `C=CCOc1ccc(CNc2ccc(NC(=O)CC(C)C)cc2)cc1OC`?
Rab2 wt GTP: 99.0; Rac1 wt modul: 100.0; GSH bead fluor: 10; HRas wt GTP: 100.0; Rac1 act GTP bind: 100.0; ABCG2 inh: 1.9; Rab7 wt modul: 101.0; Pf gametocyte: -6.0; Avidin bead fluor: 7; ABCB1 block: 0.3; Cdc42 wt: 100.0

Results for CC1=NN(C(N)=S)C(=O)C1N=Nc1ccccc1C (stereo not given) ?
Rab2 wt GTP: 96.0; Rac1 wt modul: 98.0; GSH bead fluor: 25; HRas wt GTP: 98.0; Rac1 act GTP bind: 96.0; ABCG2 inh: 45.4; Rab7 wt modul: 98.0; Avidin bead fluor: 35; ABCB1 block: 0.1; Cdc42 wt: 98.0

Results for O=S(=O)(c1cccs1)n1cccn1 ?
Rab2 wt GTP: 100.0; Rac1 wt modul: 106.0; GSH bead fluor: 5; HRas wt GTP: 101.0; Rac1 act GTP bind: 100.0; ABCG2 inh: 0.4; Rab7 wt modul: 103.0; Pf gametocyte: -23.6; Avidin bead fluor: 8; ABCB1 block: 0.3; Cdc42 wt: 102.0

How did c1ccc(-c2nc3ccccc3c3nc4ccccc4n23)cc1 do in these assays?
Rab2 wt GTP: 96.0; Rac1 wt modul: 100.0; GSH bead fluor: 18; HRas wt GTP: 97.0; Rac1 act GTP bind: 99.0; ABCG2 inh: 15.1; Rab7 wt modul: 99.0; Pf gametocyte: -19.1; Avidin bead fluor: 12; ABCB1 block: 1.5; Cdc42 wt: 102.0

How did O=C(COC(=O)Cc1cccc2ccccc12)Nc1ccccc1-c1ccccc1 do in these assays?
Rab2 wt GTP: 97.0; Rac1 wt modul: 105.0; GSH bead fluor: 12; HRas wt GTP: 98.0; Rac1 act GTP bind: 98.0; ABCG2 inh: 0.0; Rab7 wt modul: 99.0; Pf gametocyte: -18.1; Avidin bead fluor: 12; ABCB1 block: -0.1; Cdc42 wt: 101.0

Results for O=C(NC1CC1)c1cc(=O)c2ccccc2o1 ?
Rab2 wt GTP: 99.0; Rac1 wt modul: 97.0; GSH bead fluor: 13; HRas wt GTP: 101.0; Rac1 act GTP bind: 95.0; ABCG2 inh: 2.0; Rab7 wt modul: 102.0; Avidin bead fluor: 33; ABCB1 block: 0.2; Cdc42 wt: 101.0

How did CCOc1ccc(-n2c(=O)c3sccc3n(Cc3cccc([N+](=O)[O-])c3)c2=O)cc1 do in these assays?
Rab2 wt GTP: 101.0; Rac1 wt modul: 99.0; GSH bead fluor: 18; HRas wt GTP: 102.0; Rac1 act GTP bind: 96.0; ABCG2 inh: 1.9; Rab7 wt modul: 102.0; Pf gametocyte: 5.5; Avidin bead fluor: 11; ABCB1 block: 1.6; Cdc42 wt: 99.0

How did CCOC(=O)N1CCC(Nc2c(Nc3ccc(F)cc3)c(=O)c2=O)CC1 do in these assays?
Rab2 wt GTP: 99.0; Rac1 wt modul: 104.0; GSH bead fluor: 24; HRas wt GTP: 99.0; Rac1 act GTP bind: 100.0; ABCG2 inh: 2.2; Rab7 wt modul: 104.0; Avidin bead fluor: 37; ABCB1 block: 0.3; Cdc42 wt: 103.0

What do the screens show for `Cn1ncc(Cl)c1C(=O)N1CCN(c2ncccn2)CC1`?
Rab2 wt GTP: 96.0; Rac1 wt modul: 97.0; GSH bead fluor: 15; HRas wt GTP: 97.0; Rac1 act GTP bind: 96.0; ABCG2 inh: 6.4; Rab7 wt modul: 98.0; Pf gametocyte: -4.7; Avidin bead fluor: 9; ABCB1 block: 1.1; Cdc42 wt: 103.0

Results for CCN(Cc1ccccc1)C(c1ccc(C(F)(F)F)cc1)c1nnnn1C(C)(C)C (stereo not given) ?
Rab2 wt GTP: 99.0; Rac1 wt modul: 104.0; GSH bead fluor: 19; HRas wt GTP: 103.0; Rac1 act GTP bind: 99.0; ABCG2 inh: 1.0; Rab7 wt modul: 100.0; Avidin bead fluor: 7; ABCB1 block: 0.4; Cdc42 wt: 102.0

What do the screens show for `Cc1c(NC(=O)c2ccc3c(c2)C(=O)N(CC2CCCO2)C3=O)cccc1C(=O)O` (stereo not given)?
Rab2 wt GTP: 99.0; Rac1 wt modul: 100.0; GSH bead fluor: 36; HRas wt GTP: 99.0; Rac1 act GTP bind: 101.0; ABCG2 inh: -2.9; Rab7 wt modul: 101.0; Avidin bead fluor: 7; ABCB1 block: 0.4; Cdc42 wt: 99.0

How did COc1ccc(Nc2nc(N)nc(CN3CCC(C)CC3)n2)cc1 do in these assays?
Rab2 wt GTP: 100.0; Rac1 wt modul: 99.0; GSH bead fluor: 15; HRas wt GTP: 100.0; Rac1 act GTP bind: 97.0; ABCG2 inh: 0.6; Rab7 wt modul: 104.0; Pf gametocyte: 7.5; Avidin bead fluor: 14; ABCB1 block: 0.5; Cdc42 wt: 103.0

How did O=C(NCc1ccccn1)c1cc(-c2ccccc2Cl)nc2ccccc12 do in these assays?
Rab2 wt GTP: 101.0; Rac1 wt modul: 96.0; GSH bead fluor: 8; HRas wt GTP: 98.0; Rac1 act GTP bind: 99.0; ABCG2 inh: 9.1; Rab7 wt modul: 93.0; Pf gametocyte: -1.1; Avidin bead fluor: 14; Cdc42 wt: 98.0

What do the screens show for `O=C(c1ccco1)N1CCN(c2ncnc3c2oc2ccccc23)CC1`?
Rab2 wt GTP: 101.0; Rac1 wt modul: 99.0; GSH bead fluor: 17; HRas wt GTP: 102.0; Rac1 act GTP bind: 97.0; ABCG2 inh: 3.5; Rab7 wt modul: 100.0; Pf gametocyte: 17.3; Avidin bead fluor: 10; ABCB1 block: 0.6; Cdc42 wt: 101.0
